# CHT block: inhibitors of human choline transporter CHT. 310,000 tested, 0.86% active. B-score at 10 µM. CHT-expressing cells, membrane potential dye, choline response; stronger effect = lower value. Q9GZV3;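 active = B-score over 3 SD under the library average, and starting fluorescence ratio not unusually high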;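 also: choline stimulus applied at its EC90 after an EC20 pre-addition; B-score computed on integrated fluorescence ratio after choline addition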
# Target sequence (Q9GZV3 whole entry, looked up): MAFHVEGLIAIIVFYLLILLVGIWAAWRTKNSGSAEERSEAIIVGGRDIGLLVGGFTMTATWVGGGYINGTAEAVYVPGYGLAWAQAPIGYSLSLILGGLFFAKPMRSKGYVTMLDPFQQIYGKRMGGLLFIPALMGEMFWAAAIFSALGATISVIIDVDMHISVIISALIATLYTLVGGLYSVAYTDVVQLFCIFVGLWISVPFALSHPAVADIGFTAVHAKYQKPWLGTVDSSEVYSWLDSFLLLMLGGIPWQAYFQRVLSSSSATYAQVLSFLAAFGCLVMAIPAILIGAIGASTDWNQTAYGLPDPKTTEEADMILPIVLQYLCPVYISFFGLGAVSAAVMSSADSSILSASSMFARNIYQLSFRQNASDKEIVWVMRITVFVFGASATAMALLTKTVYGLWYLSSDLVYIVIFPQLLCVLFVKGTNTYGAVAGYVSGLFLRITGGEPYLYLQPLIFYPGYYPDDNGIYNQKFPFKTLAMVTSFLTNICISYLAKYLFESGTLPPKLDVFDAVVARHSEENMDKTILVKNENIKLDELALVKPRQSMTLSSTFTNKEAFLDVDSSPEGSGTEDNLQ
# KCNQ2 inh: KCNQ2 potassium channel inhibitors, primary screen, cell-based, CHO-K1, FluxOR thallium flux, B-score (AID 2156); 310,000 tested, 1.1% active; B-score at 10 µM; 20 min; stronger effect = lower value; O88943;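 active = fluorescence ratio B-score at most minus 3 library SDs, with starting brightness B-score within 2 library SDs, cut at about -5.5 in these data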
# Starred values were filed as active, the others as inactive; i = inactive; . = no result given.
Compound	CHT block	KCNQ2 inh
Cc1ccc(C(=O)N[C@H](C(=O)OCc2nnc(-c3ccccc3)o2)C(C)C)cc1	i	i
CCc1ccccc1NC(=S)NC1CC2CCC(C1)N2Cc1ccc(F)cc1 (stereo unspecified)	i	i
CCCn1nc(C(=O)N2CC(=O)Nc3ccccc32)c2ccccc2c1=O	i	i
C=CCc1c(C)nc(N2CCSCC2)[nH]c1=O	i	i
CC1=NN(C(N)=S)C(=O)C1N=Nc1ccccc1 (stereo unspecified)	i	i
Cc1ccc(-c2nc(CS(=O)(=O)CC(=O)N3CCN(C)CC3)c(C)o2)cc1	i	i
Cc1ccccc1C(=O)Nc1cccc(-c2cn3ccccc3n2)c1	i	i
COc1ccc(CCn2c(-c3cc([N+](=O)[O-])cc([N+](=O)[O-])c3)nc3nc4ccccc4nc32)cc1OC	i	i
Cc1n[nH]c(=O)c2c(NC(=O)CSc3ncccn3)oc(C)c12	i	i
CC1CC(C)CN(S(=O)(=O)N2CCCC(C(=O)NCCCN3CCOCC3)C2)C1 (stereo unspecified)	i	i
O=C(O/N=C(\c1ccccc1)c1ccncc1)c1ccccc1F	i	i
[N-]=[N+]=NCCN1CCN(Cc2ccccc2)CCC1=O	i	i
O=C1OCCC1Sc1nnc(-c2ccc(Cl)cc2)n1Cc1ccccc1 (stereo unspecified)	i	i
Cc1ccc(OCC(=O)N2CC(C)OC(C)C2)c([N+](=O)[O-])n1 (stereo unspecified)	i	i
O=C(CN1C(=O)c2ccccc2C1=O)NCc1ccc(F)cc1	i	i
CCCC(C)NC(=O)Cc1ccccc1 (stereo unspecified)	i	i
c1ccc(Sc2ncnc3c2oc2ccccc23)cc1	i	i
O=c1[nH]c2cc(Cl)ccc2n(CCNc2ncc(C(F)(F)F)cc2Cl)c1=O	i	i
CCN(CC)CCN(C(=O)c1ccc(S(=O)(=O)N(C)C2CCCCC2)cc1)c1nc2ccc(OC)cc2s1	i	i
Cc1ccc(NC(=O)C(c2ccccc2)C2CCCC2)cc1 (stereo unspecified)	.	i
COc1ccc(-n2nnnc2SC(C)C(=O)NCC(=O)Nc2ccc(F)c(F)c2F)cc1 (stereo unspecified)	i	i
CCCNc1nc(Nc2ccc(C)cc2)nc(N2CCCC2)n1	i	i
Cc1cc(N)n(-c2ccc(Cl)cc2)n1	i	i
O=C(O)c1ccc(-n2nncc2-c2ccco2)cc1	i	i
N#C/C(=C\N1CCOCC1)S(=O)(=O)c1ccc(Cl)cc1	i	i
CC1CCC(NC(=O)c2ccc3c(c2)OCO3)CC1 (stereo unspecified)	i	i
COc1ccc(CC(=O)NCc2n[nH]c(=S)n2-c2cccc(C)c2)cc1	i	i
Cc1ccc(S(=O)(=O)N(Cc2cc3ccccc3[nH]c2=O)c2cccc(C)c2)cc1	i	i
COc1ccc(-c2cnc(N)n2CC2CCCO2)cc1 (stereo unspecified)	i	i
COc1ccc(Nc2nc(C(=O)NCCCN3CCOCC3)cs2)cc1	i	i

# Carrying on:
Compound	CHT block	KCNQ2 inh
CCOC(=O)c1nn(-c2ccccc2F)c(C)c1C(C)=O	i	i
CCN(CC(=O)Nc1ccc2c(c1)OCCO2)C(=O)/C=C/c1ccccc1	i	i
CCN(CC(O)CON=C1c2ccccc2-c2ccccc21)S(=O)(=O)c1ccc(Cl)cc1 (stereo unspecified)	i	i
CCC(C)C(NC(=O)c1ccc(Cl)cc1)C(=O)O (stereo unspecified)	i	i
Cc1ccc(C)c(C(=O)CSc2nc3ccccc3c(=O)[nH]2)c1	i	i
CCc1ccc(C2C(C#N)=C(N)SC(N)=C2C#N)s1	i	i
CC(/C=C/c1cccc([N+](=O)[O-])c1)=N/NC(=O)c1cccnc1	i	i
O=C(CSc1ccc(Br)cc1)N1CCN(C(=O)c2ccco2)CC1	i	i
Nc1ccc(-c2ccc(N)c([N+](=O)[O-])c2)cc1[N+](=O)[O-]	i	i
CCC(C)(c1nnnn1-c1c(C)cccc1C)N(N=O)c1ccccc1Cl (stereo unspecified)	i	.
O=C(CNC(=O)c1ccc(Cl)cc1Cl)OCCOc1ccccc1	i	i
CCOc1cc(C(=O)N/N=C/C(Br)=C/c2ccccc2)cc(OCC)c1OCC	i	i
CNC(=O)c1ccccc1NC(=O)c1cccc(S(=O)(=O)N2CCC(C)CC2)c1	i	i
O=C(O)c1nc(N2CCOCC2)nc(N2CCOCC2)n1	i	i
Cc1ccc(NC(=O)COn2nnc3ccc(S(=O)(=O)N(C)C)cc32)cc1F	i	i
Cc1ccc(C(=O)N(c2ccccn2)C(C)c2ccco2)cc1 (stereo unspecified)	i	i
Cc1nc(NC(=O)c2csc3ccccc23)sc1C	i	i
CCc1ccc(C(=O)Cn2ncc(Cl)c(Cl)c2=O)cc1	i	i
CCN(CC)C(=O)C(=O)c1cccn1-c1ccccc1C#N	i	i
CCOC(=O)N1CCN(c2ccc(C(=O)CC)cc2F)CC1	i	i
O=C1/C(=C\Nc2ccc(Cl)cc2)CCN1c1ncccn1	i	i
C[n+]1cccc(C(=O)Nc2ccccc2)c1	i	i
NC(=O)c1c(NC(=O)C2COc3ccccc3O2)sc2c1CCN(Cc1ccccc1)C2 (stereo unspecified)	i	i
Cc1ccc(C(=O)NN2C(=O)C3C(C2=O)C2C=CC3C23CC3)cc1 (stereo unspecified)	i	i
Nc1nc(-c2ccccc2)c(N=Nc2ccc(Cl)cc2)s1	i	i
CCN(C(=O)c1cc2c(=O)[nH]c3ccc(C)cc3c2s1)c1ccc(OC)cc1	i	i
CC(C)c1ccc(NC(=O)C2C3C=CC4(O3)C2C(=O)N(CCN2CCOCC2)C4C(=O)NC2CCCCC2)cc1 (stereo unspecified)	i	i
CCOc1ccc(C(C)NC(=O)Nc2ccc(F)cc2F)cc1 (stereo unspecified)	i	i
N#Cc1nc(COc2ccccc2F)oc1NCc1ccc(F)cc1	i	i
CC(=O)c1ccccc1OC(=O)c1ccco1	i	i

# A different layout for some results above:
O=C(CNC(=O)c1ccc(Cl)cc1Cl)OCCOc1ccccc1
  CHT block = i
  KCNQ2 inh = i

NC(=O)c1c(NC(=O)C2COc3ccccc3O2)sc2c1CCN(Cc1ccccc1)C2 (stereo unspecified)
  CHT block = i
  KCNQ2 inh = i

CCN(CC)C(=O)C(=O)c1cccn1-c1ccccc1C#N
  CHT block = i
  KCNQ2 inh = i

O=C1/C(=C\Nc2ccc(Cl)cc2)CCN1c1ncccn1
  CHT block = i
  KCNQ2 inh = i

# Looked up one by one from the list above (three):
Compound	CHT block	KCNQ2 inh
CCC(C)(c1nnnn1-c1c(C)cccc1C)N(N=O)c1ccccc1Cl (stereo unspecified)	i	.
Cc1ccc(C)c(C(=O)CSc2nc3ccccc3c(=O)[nH]2)c1	i	i
CCOc1ccc(C(C)NC(=O)Nc2ccc(F)cc2F)cc1 (stereo unspecified)	i	i

# Next section:
Compound	CHT block	KCNQ2 inh
COc1ccc(/C=C/C(=O)c2ccc([N+](=O)[O-])o2)cc1OC	i	i
COc1cc(OC)cc(C(=O)N/N=C(\C)CC(=O)Nc2ccccn2)c1	i	i
CCOC(=O)c1c(-c2ccc(C)cc2)csc1NC(=S)NC(=O)c1ccccc1	i	i
COc1ccc(Cl)cc1NC(=O)CN1C(=O)CC(C)S(=O)(=O)c2ccccc21 (stereo unspecified)	i	i
CCc1ccc(OCc2nnc(SCc3ccc(C(=O)O)cc3)o2)cc1	i	i
O=C1C=C(O)C(n2cncn2)C(c2ccc3c(c2)OCO3)C1 (stereo unspecified)	i	i
O=C(C1CCC(=O)N(C2CC2)C1)N1CCN(c2ccccc2Cl)CC1 (stereo unspecified)	i	i
CC1(C)CCSC(/C=C/c2ccccc2)=N1	.	i
CC(=O)Nc1cnc2ccccc2n1	i	.
Cc1noc(/C=C/N(C)C)c1S(=O)(=O)N1CCCC(C(=O)NC2CCCCC2)C1 (stereo unspecified)	i	i
O=C(O)[C@@H]1CCCN1c1ncnc2sc3c(c12)CCC3	i	i
CCN(CC)S(=O)(=O)c1cc(C(=O)O)ccc1OC	i	i
O=C(NCC(c1ccco1)N1CCN(c2ccccc2F)CC1)C(=O)NC1CC1 (stereo unspecified)	i	i
COc1cc(OC)c2c(-c3ccccc3)cc(=O)oc2c1C(CCN1CCCCC1)c1ccc2c(c1)OCO2 (stereo unspecified)	-9.5*	i
COc1cccc(-n2nnc3c(=O)n(Cc4ccc(Br)cc4)cnc32)c1	i	i
COCCNC(=S)Nc1cccc2cnccc12	i	i
COC(=O)c1sccc1NC(=O)CSCC(=O)O	i	i
CNC(=O)c1cc(NC(=O)CCn2nc(-c3ccccc3)c3ccccc3c2=O)ccc1OC	i	i
COCCOC(=O)c1ccc(NC(=O)COc2ccc([N+](=O)[O-])cc2)cc1	i	i
CCN(CC)S(=O)(=O)c1ccc(OC)c(NC(=S)Nc2ccc(C)c(C)c2)c1	-6*	i
CCCCOc1c(Cl)cc(C(=O)N(C)CC(=O)Nc2ccc(N3CCOCC3)cc2)cc1OCC	i	i
COc1c(C)cccc1C(=O)Nc1ccc(N2CCN(C(=O)c3ccccc3C)CC2)cc1	i	i
CCS(=O)(=O)Nc1ccc(Cc2ccncc2)cc1	i	i
CCOC(=O)CNC(=O)Cn1cnc2c(oc3ccccc32)c1=O	i	i
CCC(C)NCCOCCOc1ccc(C)cc1Br (stereo unspecified)	i	i
c1ccc(-c2cn3nc(-c4ccccc4)cnc3n2)cc1	i	.
Cc1ccc2c(c1)nnn2C1CCN(C(=O)Nc2ccccc2C)CC1	i	i
COc1ccc(OC)c(NC(=O)c2[nH]c(C)c(C(C)=O)c2C)c1	i	i
Cc1cc(C)cc(N2C(=O)CC(Sc3ncn[nH]3)C2=O)c1 (stereo unspecified)	i	i
COc1ccc(C(=O)O/N=C(\N)c2ccc(OC)c(OC)c2)c(OC)c1	i	i

# Continued.
Compound	CHT block	KCNQ2 inh
Nc1nonc1C(=O)N/N=C/c1ccc(Br)o1	i	i
CCC(=O)c1c[nH]c(C(=O)NCc2cccs2)c1	i	i
CN(CCC#N)C(=O)CSc1nc2scc(-c3ccccc3)c2c(=O)[nH]1	i	i
C(#Cc1ccccc1)CN1CCCCC1	i	i
CCCCN1C(=O)C(NC(C)=O)c2ccccc21 (stereo unspecified)	i	i
CC(O/N=C\c1ccccc1O)C(=O)Nc1ccccc1C(=O)N1CCOCC1 (stereo unspecified)	i	i
C/C(=N/NC(=O)Cc1cccs1)c1ccco1	i	i
CCOC(=O)c1c(C)sc2c1N(C(C)=O)c1cc(Cl)ccc1S2	i	i
CCC(C)c1ccc(NC(=O)COC(=O)c2nc3nccc(C)n3n2)cc1 (stereo unspecified)	i	i
OC(CCCCN1CCCCC1)c1ccccc1 (stereo unspecified)	i	i
O=C(Nc1cccc(-c2nc3ccccc3s2)c1)c1ccc2c(c1)OCO2	i	i
CC(=O)N/C(=C\c1cccc([N+](=O)[O-])c1)C(=O)NC1CCCCC1	i	i
O=C(CNc1ccc(Cl)cc1)c1ccc(Br)cc1	i	i
Cc1ccc(-c2nn3c(C)nnc3c3ccccc23)cc1S(=O)(=O)N(C)CCO	i	i
Cc1ccc2cc(CCNC(=O)CC(C)(C)C)c(=O)[nH]c2c1C	i	i
CCOC(=O)N1CCN(C(=O)c2ccc(OC)cc2)CC1	i	i
CCOC(=O)/C=c1\s/c(=C(\C#N)C(N)=O)n(-c2ccccc2)c1=O	i	i
CSc1nnc(SCc2nc3sc(C(=O)O)c(C)c3c(=O)[nH]2)s1	i	i
COc1cccc(-n2c(CN3CCN(Cc4ccccc4)CC3)nc3ccc([N+](=O)[O-])cc3c2=O)c1	i	i
Cc1ccc(S(=O)(=O)NCC(=O)OCC(=O)N2CCN(C(=O)c3ccco3)CC2)cc1C	i	i
O=C(/C=C\c1cccs1)N1CCN(Cc2ccc3c(c2)OCO3)CC1	i	i
COc1ccccc1CCNC(=O)C1CCC(=O)N(Cc2ccccc2OC)C1 (stereo unspecified)	i	i
N#CCCN1CCN(S(=O)(=O)c2ccc(S(=O)(=O)NC3CCCC3)cc2)CC1	i	i
Cc1ccc(C(=O)N2CCc3ccccc32)cc1NC(=O)c1ccco1	i	i
CC(C)CCc1c(O)nc(SCC(C)C)[nH]c1=O	i	i
COC(=O)CNC(=O)Cc1c(C)n(C(=O)c2ccc(Cl)cc2)c2ccc(OC)cc12	i	i
O=C(Cc1noc2ccccc12)NNC(=S)Nc1ccc(Cl)cc1	i	i
CC(C)N1C(=S)N(Cc2ccco2)C(=O)C1CC(=O)Nc1ccccc1 (stereo unspecified)	i	i
Cc1cc(C)cc(CC2CC(=O)N(c3nc(C)cc(C)n3)C2=O)c1 (stereo unspecified)	i	i
CCN1CCN(CCOCCOc2ccccc2)CC1	i	i

# Additional results follow.
Compound	CHT block	KCNQ2 inh
O=C(N/N=C/c1ccc(OC(=O)c2ccccc2Cl)cc1)c1ccccn1	i	i
CN(C)/C(=N\S(=O)(=O)c1ccc(F)cc1)c1ccccc1	i	i
Cc1ccc2[nH]c(C(=O)N/N=C/c3ccc([N+](=O)[O-])cc3)c(C)c2c1	i	i
COC(=O)c1ccc(/C=C2/SC(=S)N(CCCC(=O)Nc3ccc(O)cc3)C2=O)cc1	i	i
CCOC(=O)N1CCC(NC(=O)C2CCN(S(=O)(=O)N3CCCC3)CC2)CC1	i	i
Cc1cc(C)n2nc(C(=O)OCC(=O)c3cc(C)n(CC4CCCO4)c3C)nc2n1 (stereo unspecified)	i	i
CNc1nc(NC)nc(-n2c(C(F)(F)F)nc3ccccc32)n1	i	i

# Screening data deposited in PubChem by Johns Hopkins Ion Channel Center.
